TRHR enhancer – TRH receptor (human) allosteric enhancement; P34981; TRHR cells, fluo-8 calcium fluorescence, EC20 TRH enhancement; enhancement, % at 2 µM; 360,000 tested, 0.66% active; in the data active means enhancement above about 30%; further: 0% is about no effect
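TRHR-expressing cells loaded with fluo-8 calcium dye were read kinetically (ex 480/em 530) during compound addition, then stimulated with an EC20 of TRH (10 nM final). Enhancement of the Gq-mediated intracellular calcium response was scored.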
D2 PAM – D2 dopamine receptor (human) potentiation; 340,000 tested, 0.34% active; potentiation, % at 10 µM; HEK293 T-REx D2, calcium flux, EC20 dopamine potentiation; P14416;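 active means potentiation over 3 SD above the plate norm, cut at about 30% in these data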; further: 0% is about no effect
Target sequence (P14416 whole entry, looked up): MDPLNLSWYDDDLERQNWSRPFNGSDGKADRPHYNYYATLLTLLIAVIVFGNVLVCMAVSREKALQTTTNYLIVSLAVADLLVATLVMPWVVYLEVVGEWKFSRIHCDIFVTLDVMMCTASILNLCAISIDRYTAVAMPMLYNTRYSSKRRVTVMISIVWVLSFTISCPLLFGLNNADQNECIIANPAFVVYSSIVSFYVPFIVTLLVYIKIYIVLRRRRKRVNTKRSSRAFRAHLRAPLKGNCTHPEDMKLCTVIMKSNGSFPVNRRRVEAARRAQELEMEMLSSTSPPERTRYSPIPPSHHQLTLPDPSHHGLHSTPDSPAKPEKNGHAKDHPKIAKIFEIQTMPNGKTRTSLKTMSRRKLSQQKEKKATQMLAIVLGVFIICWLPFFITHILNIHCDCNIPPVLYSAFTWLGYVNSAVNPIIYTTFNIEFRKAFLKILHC
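Using a no-wash calcium dye in inducible, force-coupled HEK293 Trex cells expressing D2, we tracked fluorescence each second for 180 s after compound, then for 180 s after EC20 dopamine to detect augmented signalling.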
D2 ag – activates the human D2 dopamine receptor | activation, % at 2 µM | 340,000 tested, 0.53% active | HEK293 T-REx D2 cells, calcium flux agonist mode | AID 485358 | P14416;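 active means activation over 3 SD above normal in the single-dose calcium agonist read, cut at about 30% in these data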; further: 0% is about no effect
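Tetracycline-induced HEK293 Trex cells with D2 receptor force-coupled to calcium signaling, plated overnight at 30 C and loaded with no-wash calcium dye. Calcium flux read kinetically for 180 s after compound addition; responses flag agonists.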
TRHR ag – activates the human TRH receptor; P34981; 360,000 tested, 0.18% active; TRHR cells, calcium flux fluo-8, FDSS agonist mode; activation, % at 2 µM; AID 493084; further: 0% is about no effect
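TRHR-expressing cells loaded with fluo-8 calcium dye; 23 nL library compound pin-transferred, kinetic FDSS fluorescence (Ex 480/Em 530) recorded about 180 s for agonist-induced calcium release, before a 10 nM TRH EC20 addition for potentiator mode.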
D1 potentiator – potentiators of human D1 dopamine receptor | P21728 | potentiation, % at 10 µM | 360,000 tested, 0.036% active | HEK293 TREx D1 cells, calcium flux, dopamine EC20 potentiation; in the data active means potentiation above about 30%; further: 0% is about no effect
Target sequence (P21728 whole entry, looked up): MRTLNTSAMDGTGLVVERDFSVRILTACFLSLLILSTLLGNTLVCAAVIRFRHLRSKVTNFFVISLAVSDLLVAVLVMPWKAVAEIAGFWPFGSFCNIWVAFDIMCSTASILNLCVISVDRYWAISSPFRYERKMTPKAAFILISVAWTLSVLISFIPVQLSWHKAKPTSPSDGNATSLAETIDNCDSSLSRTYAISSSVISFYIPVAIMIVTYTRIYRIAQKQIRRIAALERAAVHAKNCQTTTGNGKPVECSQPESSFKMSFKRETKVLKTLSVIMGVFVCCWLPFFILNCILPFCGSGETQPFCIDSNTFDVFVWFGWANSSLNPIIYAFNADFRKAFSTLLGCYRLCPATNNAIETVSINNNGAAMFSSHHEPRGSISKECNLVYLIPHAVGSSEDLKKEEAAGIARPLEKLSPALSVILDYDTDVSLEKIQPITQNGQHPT
D1 ag – human D1 receptor agonism. AID 504660. activation, % at 2 µM. 360,000 tested, 1% active. HEK293 T-REx D1 cells, calcium flux, agonist mode. P21728; further: 0% is about no effect
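Tetracycline-induced HEK293 TREx D1 cells, force-coupled to calcium signalling, were dye-loaded with a no-wash calcium kit. Compound was pin-added after a 10 s baseline. Fluorescence was read kinetically at 1 cycle/s for 180 s, with calcium rises flagged as agonism.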
D2 antag – D2 dopamine receptor (human) antagonism; P14416; HEK293 TREx D2 cells, calcium flux, dopamine EC80; inhibition, % at 10 µM; 340,000 tested, 2% active; AID 485344; in the data active means inhibition above about 30%; further: 0% is about no effect
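Calcium flux kinetic readout in an inducible HEK293 TREx D2 line plated overnight at 30 C. After 180 s compound exposure, an EC80 dopamine challenge follows with another 180 s kinetic read to detect antagonism.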
RXFP1 antag – blocks the human relaxin receptor RXFP1. Q9HBX9. HEK293-RXFP1, relaxin-stimulated cAMP HTRF, 30 min; active compounds read low. activity change, negative = inhibition, % at 57.5 µM. 350,000 tested, 0.59% active;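 active means activity change of -60% or lower, but not beyond a set lower limit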; further: on the % scale 0 is the no-effect control and ±100 the full control effect
D1 antagonist – antagonists of human D1 dopamine receptor | P21728 | HEK293 TREx D1 cells, calcium flux, dopamine EC80; active compounds read low | activity change, negative = inhibition, % at 10 µM | 360,000 tested, 3.2% active; in the data active means activity change below about -30%; further: on the % scale 0 is the no-effect control and ±100 the full control effect
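HEK293 T-REx cells expressing inducible, force-coupled D1 receptor; no-wash Ca dye, 30–90 min RT. Cmpd → 180 s read at 1 Hz → EC80 DA → 180 s read.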
Numbers without * were called inactive; . = no result given. Unless noted, no stated cut-off is given here; in the data, active means activation above about 30%; inactive means the rest.

No.	Structure	TRHR enhancer	D2 PAM	D2 ag	TRHR ag	D1 potentiator	D1 ag	D2 antag	RXFP1 antag	D1 antagonist
1	O=C(COC(=O)/C=C/c1ccc(Br)o1)Nc1ccc2[nH]c(=O)[nH]c2c1	6.7	0.3	0.9	-0.5	-2.7	0.5	-5.8	.	21.6
2	COc1ccc(CSc2ccc(-c3nc4ccccn4c3NCc3ccccc3)cc2OC)cc1	-2.4	15.6	-0.3	0.3	-8.9	1.3	9.5	.	-28.5
3	COc1cc2ncnc(NCc3cccs3)c2cc1OC	0.8	-7.0	1.6	-0.3	-2.0	2.0	6.4	-1.1	2.7
4	Cc1cccc(NC(=O)COC(=O)c2ccccc2-c2nc3ccccc3s2)c1C	9.2	5.7	-0.2	0.9	0.8	-0.6	25.3	-5.2	9.0
5	O=C(c1cc2c(Cl)nc3ccccc3c2s1)N1CCCCC1	4.0	-1.2	-1.8	-0.3	-1.4	2.7	.	.	-16.4
6	O=C(NCc1ccccc1F)C1CCN(C(=O)NCc2ccccc2)CC1	11.2	-12.4	-1.3	0.5	-5.8	2.5	0.9	-0.7	-4.6
7	CC(C)c1ccc(C2NC(=O)c3c(sc4c3CCN(C)C4)N2)cc1 (configuration not stated)	-0.1	-1.4	2.1	2.5	5.0	7.3	.	0.8	-26.1
8	CC1C/C(=C\c2ccccc2[N+](=O)[O-])c2nc3ccccc3c(C(=O)O)c2C1 (configuration not stated)	12.5	9.2	0.5	0.7	-1.9	0.6	2.9	-5.9	10.7
9	Cc1nc(C(=O)N2CCCC(Nc3ccc(C)c(C)c3)C2)cs1 (configuration not stated)	3.7	-6.6	-0.2	-0.3	0.1	-0.4	7.9	-0.6	6.6
10	O=C1c2cccc3cccc(c23)C(=O)N1CCCSc1ncn[nH]1	3.8	-6.8	-0.8	-0.5	3.8	1.0	-0.9	0.1	4.1
11	Nc1c(C(=O)Nc2ccc(S(=O)(=O)N3CCCC3)cc2)sc2nc3ccc(OC(F)(F)F)cc3cc12	6.3	5.1	1.5	5.0	1.5	28.6	-1.0	.	-13.7
12	Cc1cc(C)c(S(=O)(=O)NCCS(=O)(=O)N2CCN(c3ccccc3)CC2)c(C)c1	4.2	2.3	6.0	0.1	-1.9	2.7	.	-22.3	8.8
13	COc1ccc(C)cc1S(=O)(=O)N(CC(=O)Nc1cccc([N+](=O)[O-])c1)c1cc(C)cc(C)c1	-4.4	-9.6	1.7	0.5	-2.1	5.5	14.3	-10.8	1.6
14	CCc1ccc(N2CC(C(=O)Nc3cc(C)ccc3F)CC2=O)cc1 (configuration not stated)	4.5	.	.	-0.7	-1.8	12.8	.	7.5	1.0
15	COc1cc(SC)ccc1C(=O)NCCOc1ccccc1Cl	-5.4	.	.	0.6	-7.7	5.4	.	-8.9	-7.8
16	Cc1nc2ccccc2c(-c2ccccc2)c1CC(=O)O	1.3	29.9	0.6	0.9	-2.4	0.7	-6.9	-10.5	-2.5
17	COC(=O)c1c(C)oc2ccc(N(C(=O)c3ccncc3)S(=O)(=O)c3cc(C)c(C)cc3C)cc12	-1.4	1.7	-0.8	-0.9	-0.8	-0.5	.	-4.8	1.0
18	CCOc1ccc(-c2cnc(NCc3cccc(Cl)c3)n2C)cc1	-1.5	-5.9	.	0.4	-3.0	-0.4	.	.	18.2
19	O=C(NCC(=O)N1CCCC(C(F)(F)F)C1)c1ccccc1F (configuration not stated)	-1.0	5.7	-0.1	0.1	2.5	0.9	-7.7	2.9	-12.3
20	Cc1cc(Cl)ccc1C(=O)C1CCCN(C(=O)CN2CCOC2=O)C1 (configuration not stated)	0.6	12.6	0.7	0.0	-3.4	5.6	-3.5	-15.6	5.6
21	CCOC(=O)c1cccc(Nc2ncnc3ccc(C)cc23)c1	-0.8	.	.	0.4	-3.2	-1.0	.	1.5	1.4
22	COc1ccc2c(c1)C(SCC(=O)NCCc1ccccc1)CC(C)(C)O2 (configuration not stated)	-1.7	.	.	-0.2	-1.7	1.0	.	.	12.6
23	N#CC1=C2SCN(Cc3ccco3)CN2C(=O)CC1c1ccc(Cl)cc1 (configuration not stated)	-5.6	8.0	-0.2	-0.1	-4.7	2.0	-4.5	1.3	-14.7
24	CCCN(C(=O)c1cc2c(=O)oc3ccccc3c2s1)c1cccc(Cl)c1	0.9	4.2	0.4	0.4	0.1	0.3	.	.	1.4
25	CC1CN(c2ccc([N+](=O)[O-])cc2C#N)CC(C)O1 (configuration not stated)	-1.1	0.5	.	-0.1	-1.1	1.5	.	2.1	-1.9
26	CCOC(=O)/C(C#N)=C/c1c(N2CCN(c3ccccc3)CC2)nc2c(C)cccn2c1=O	6.8	4.5	0.1	0.2	1.8	1.6	-4.9	3.6	1.5
27	NS(=O)(=O)c1ccc(NC(=O)c2cc(-c3cc(Cl)ccc3O)n[nH]2)cc1	-5.9	4.7	-1.8	0.2	12.5	16.0	7.4	-2.4	-12.4
28	S=C(NCc1ccco1)Nc1ccc(Br)cc1Cl	-5.8	14.3	0.3	-1.3	-5.8	2.6	-5.6	-5.5	-17.6
29	NC(=O)CC(O)c1cccc(Cl)c1 (configuration not stated)	1.2	-6.9	-0.5	0.0	5.0	2.4	-3.9	6.2	-1.7
30	CCOC(=O)N1CCN(C(=O)C2CCCN(c3nc4ccc(OCC)cc4s3)C2)CC1 (configuration not stated)	19.8	-8.0	-1.0	-0.7	-0.1	-2.1	3.6	.	-11.7
31	CC[C@@H](C)[C@H](NC(=O)OCc1ccccc1)c1nnc([C@@H](NC(=O)OCc2ccccc2)[C@@H](C)CC)o1	3.3	-5.1	0.2	2.9	-4.2	22.6	-17.4	.	-18.6
32	O=C(COc1ccc(Cl)cc1Cl)Nc1cccc2cccnc12	9.0	-4.4	0.3	1.0	0.1	0.4	.	.	2.7
33	CN(CC(=O)NCc1ccc(F)cc1)Cc1cccc(Cl)c1	3.5	7.7	-1.5	-2.5	.	0.6	0.8	4.8	-9.0
34	CCc1ccc(NC(=O)Cn2cc(S(=O)(=O)c3ccc(F)cc3)c(=O)c3cc(OC)ccc32)cc1	28.0	-21.5	.	0.8	1.8	3.8	.	.	4.7
35	O=C(CSc1cn[nH]n1)Nc1nc2ccccc2s1	3.2	8.8	0.4	-0.1	0.3	4.0	-3.3	0.6	-7.2
36	Cc1ccc(C2CC(=O)N3CN(c4ccc(Br)cc4)CSC3=C2C#N)o1 (configuration not stated)	5.8	1.0	-0.1	-0.5	-0.5	8.6	-18.4	10.7	-9.4
37	O=C(CCOc1ccccc1)NCC(c1ccco1)N1CCCCC1 (configuration not stated)	-1.1	-0.2	1.6	0.6	-3.1	0.7	4.1	18.8	-6.1
38	O=C(N/N=C/c1ccc(Br)cc1)c1ccc(F)cc1	0.8	-28.4	-0.8	-0.5	-1.7	-1.4	-3.0	-1.7	3.2
39	CCOC(=O)n1c(=O)n(Cc2ccccc2)c2ccccc21	-5.8	2.8	-0.9	-0.5	-1.0	5.2	-5.3	.	-10.5
40	CCS(=O)(=O)CCSc1nc2ccccc2s1	0.4	-8.2	0.1	1.4	-0.6	2.8	-0.1	-2.3	-8.5

In another format: results already given.
(35) O=C(CSc1cn[nH]n1)Nc1nc2ccccc2s1
  TRHR enhancer: 3.2
  D2 PAM: 8.8
  D2 ag: 0.4
  TRHR ag: -0.1
  D1 potentiator: 0.3
  D1 ag: 4.0
  D2 antag: -3.3
  RXFP1 antag: 0.6
  D1 antagonist: -7.2
(36) Cc1ccc(C2CC(=O)N3CN(c4ccc(Br)cc4)CSC3=C2C#N)o1 (configuration not stated)
  TRHR enhancer: 5.8
  D2 PAM: 1.0
  D2 ag: -0.1
  TRHR ag: -0.5
  D1 potentiator: -0.5
  D1 ag: 8.6
  D2 antag: -18.4
  RXFP1 antag: 10.7
  D1 antagonist: -9.4

Continuation:
No.	Structure	TRHR enhancer	D2 PAM	D2 ag	TRHR ag	D1 potentiator	D1 ag	D2 antag	RXFP1 antag	D1 antagonist
41	Cc1cccc([C@@H]2[C@@H]3C(=O)N(Cc4ccccc4)C(=O)[C@@H]3[C@]3(Cc4ccc(Cl)cc4)C(=O)N(c4cccc(Br)c4)C(=O)N23)c1	-7.7	0.5	-0.7	2.1	-10.2	11.6	28.5	.	-21.4
42	CC(=O)c1ccc(OCc2cc(C(=O)NC(C)c3cnn(C)c3)no2)cc1 (configuration not stated)	-0.8	7.1	0.0	0.4	0.3	11.7	-23.9	5.5	14.1
43	O=C(Nc1ccc(NC(=O)c2ccccc2Br)cc1)c1ccccc1	-1.8	-3.0	0.0	1.2	-3.2	3.9	-17.8	-4.1	-15.7
44	COc1ccccc1C(=O)Nc1ccnn1C1CCN(CCCC2CCCC2)CC1	-0.2	-10.4	-0.2	2.5	-8.5	12.4	30.7*	-29.0	-3.7
45	CSc1oc(-c2ccccc2)nc1C(N)=O	-4.3	-7.0	0.2	-0.1	-2.5	-0.6	8.6	-10.9	-5.4
46	O=C(CSc1nc2ccccc2s1)NCC1CCCO1 (configuration not stated)	6.6	-1.7	0.7	0.0	-7.5	1.1	-4.1	5.2	-32.7*
47	CCOCCCNC(=O)CSc1ccccc1	6.2	5.8	0.3	0.2	2.2	1.9	1.5	-11.7	-5.7
48	CCN1C(=O)/C(=C/N2CC(C)CC(C)C2)SC1=S (configuration not stated)	5.4	7.0	0.1	-0.7	1.9	-0.5	-1.1	-1.7	-7.8
49	Cc1cccc(NC(=S)N(CCN(C)C)C(C)c2cccnc2)c1 (configuration not stated)	-4.2	-7.4	0.0	-0.2	-4.0	3.1	-2.1	11.7	8.4
50	CC(C)(C)OC(=O)N1CCOCCOCCNCCOCCOCC1	6.7	5.2	-0.5	-0.3	5.5	3.2	-16.4	2.3	25.3

Full records, looked up by structure. Screens in order: TRHR enhancer, D2 PAM, D2 ag, TRHR ag, D1 potentiator, D1 ag, D2 antag, RXFP1 antag, D1 antagonist
Cc1cccc(NC(=S)N(CCN(C)C)C(C)c2cccnc2)c1 (configuration not stated) is listed with -4.2, -7.4, 0.0, -0.2, -4.0, 3.1, -2.1, 11.7, 8.4
CC(=O)c1ccc(OCc2cc(C(=O)NC(C)c3cnn(C)c3)no2)cc1 (configuration not stated) is listed with -0.8, 7.1, 0.0, 0.4, 0.3, 11.7, -23.9, 5.5, 14.1

Other results follow:
No.	Structure	TRHR enhancer	D2 PAM	D2 ag	TRHR ag	D1 potentiator	D1 ag	D2 antag	RXFP1 antag	D1 antagonist
51	Cc1nc(NCCCN2CCOCC2)c2oc3ccccc3c2n1	3.2	12.5	-2.2	0.9	1.5	0.2	-3.4	.	-9.3
52	CSCCCNC(=S)N1CCN(S(=O)(=O)c2cccc(C(F)(F)F)c2)CC1	2.0	3.0	0.9	1.5	-6.5	15.3	-12.8	.	-9.3
53	Cn1c(=O)c2c(-c3ccccc3)n3c(c2n(C)c1=O)C(c1ccco1)Nc1ccccc1-3 (configuration not stated)	2.7	1.8	-1.5	-0.3	2.4	0.8	.	0.7	-31.1*
54	O=C(CCN1CCN(c2ccccc2)CC1)N/N=C/c1ccccc1OC(F)F	-3.9	-21.9	74.7*	-0.5	-10.9	0.9	87.7*	-1.7	-20.5
55	CSc1ncccc1C(=O)NC1CCCCCCC1	1.0	9.4	0.8	-0.5	9.8	3.8	-27.1	25.4	1.4
56	Cc1cc(CNC(=O)C2CCC(=O)N(Cc3cccc(C(F)(F)F)c3)C2)no1 (configuration not stated)	31.5*	4.9	0.5	0.2	1.4	1.0	2.7	0.4	4.7

Screening results from PubChem.
